NR5A2 inv ag: NR5A2 inverse agonism in reporter assay; HEK293T StAR-luciferase reporter, LRH-1 transfected, 24 h; AID 602396; O00482; hit rate 0.13% among 360,000; inhibition, % at 3.6 µM;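 active means inhibition above the mean inhibition of all tested compounds plus 3 SD, cut at about 73% in these data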;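 further: 0% = DMSO wells and 100% = reporter-only cells lacking LRH-1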
LMP1 NFkB inh: reduces LMP1-driven NF-kappaB luciferase signal; inhibition, % at 12.5 µM; hit rate 0.69% among 350,000; LMP1-induced NF-kappaB luciferase reporter cells, luminescence; AID 504558; in the data active means inhibition above about 41%;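 further: 0% = neutral control wells and 100% = reference inhibitor control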
TLR9-MyD88 inh: inhibitors of human TLR9-MyD88 binding. Q9NR96+Q99836. hit rate 0.21% among 340,000. CHO BLA complementation TLR9-MyD88, CCF4 FRET ratio. inhibition, % at 4.98 µM;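 active means inhibition above the mean over all tested compounds plus 3 SD, cut at about 21% in these data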;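 further: 0% = DMSO only wells and 100% = clavulanate BLA inhibitor control wells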
SRC1 inh: human NCOA1 inhibition. Q15788. HEK293 GAL4-SRC1 luciferase reporter, luminescence. inhibition, % at 3.6 µM. hit rate 0.12% among 360,000. AID 588354;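 active means inhibition above the campaign mean plus 3 SD, with each screening campaign given its own cutoff, cut at about 60% in these data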;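 further: 0% = DMSO treated cells and 100% = gossypol at 36 µM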
MC4R ag barr: agonists of human melanocortin 4 receptor (MC4R) beta-arrestin | U2OS MC4R beta-arrestin complementation, luminescence; percent of melanotan II response, DMSO zero | activation, % at 8.9 µM | hit rate 0.98% among 360,000 | AID 540308;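 active means activation above a per-plate cutoff, the mean activation of sample wells on that plate plus 3 SD, cut at about 8% in these data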
SRC2 inh: inhibits human steroid receptor coactivator 2 | HEK293 GAL4-SRC2 luciferase reporter, luminescence | inhibition, % at 9 µM | hit rate 0.17% among 370,000 | AID 651957;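 active means inhibition above the mean inhibition of all tested compounds plus 3 SD, set per campaign, cut at about 52% in these data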;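 further: 0% = DMSO treated cells and 100% = cells given Gossypol at 36 µM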
ABHD5-PLIN5 inh: inhibitors of human ABHD5-perilipin-5 interaction; Q00G26+Q8WTS1; Split G. princeps luciferase complementation, luminescence, 4 h; inhibition, % at 4 µM; hit rate 0.78% among 360,000; AID 602281;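 active means inhibition above the mean inhibition across every tested compound plus 3 SD, cut at about 22% in these data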;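 further: 0% = DMSO only wells and the 100% control is not disclosed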
Target sequence (Q00G26 whole entry, looked up): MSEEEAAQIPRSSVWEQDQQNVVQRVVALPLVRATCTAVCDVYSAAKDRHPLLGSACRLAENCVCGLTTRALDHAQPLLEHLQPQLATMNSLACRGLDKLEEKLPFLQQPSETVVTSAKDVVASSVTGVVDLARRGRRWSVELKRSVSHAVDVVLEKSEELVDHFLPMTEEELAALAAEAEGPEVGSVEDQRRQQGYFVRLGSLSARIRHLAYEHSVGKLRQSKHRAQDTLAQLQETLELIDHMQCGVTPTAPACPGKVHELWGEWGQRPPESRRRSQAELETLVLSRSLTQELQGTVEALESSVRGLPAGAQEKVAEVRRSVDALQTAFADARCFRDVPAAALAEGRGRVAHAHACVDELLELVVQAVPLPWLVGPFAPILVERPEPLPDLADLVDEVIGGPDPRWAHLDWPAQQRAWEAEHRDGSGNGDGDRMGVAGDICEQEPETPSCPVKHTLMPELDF
Target sequence (Q8WTS1 whole entry, looked up): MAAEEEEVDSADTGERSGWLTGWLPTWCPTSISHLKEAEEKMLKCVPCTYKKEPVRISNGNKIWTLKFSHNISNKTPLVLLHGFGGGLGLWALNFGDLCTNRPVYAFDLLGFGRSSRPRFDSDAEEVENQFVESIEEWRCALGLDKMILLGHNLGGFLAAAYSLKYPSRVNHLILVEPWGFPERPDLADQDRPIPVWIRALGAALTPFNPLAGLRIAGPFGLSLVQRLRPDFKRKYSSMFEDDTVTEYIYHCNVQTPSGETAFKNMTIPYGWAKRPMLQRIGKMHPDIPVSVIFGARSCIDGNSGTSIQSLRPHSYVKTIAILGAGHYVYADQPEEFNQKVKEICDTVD
NCOA3 inh: inhibits human SRC3 coactivator. hit rate 0.17% among 360,000. HEK293 GAL4-SRC3 luciferase reporter, luminescence. Q9Y6Q9. inhibition, % at 3.6 µM;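 active means inhibition above a per-campaign cutoff, the mean of all compounds plus 3 SD, cut at about 60% in these data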;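 further: 0% = DMSO-treated cells and 100% = gossypol-treated cells at 36 µM; higher means less SRC3-driven luciferase light from the GAL4 reporter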
COUP-TFII inh: NR2F2 (human) inhibition, primary screen | P24468 | HEK293T NGFI-A luciferase reporter, luminescence | inhibition, % at 8.6 µM | hit rate 0.7% among 370,000 | AID 686940;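 active means inhibition above a per-plate cutoff, mean inhibition of test wells between control levels plus 3 SD, cut at about 38% in these data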;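 further: cells cotransfected with COUP-TFII expression vector driving the NGFI-A reporter; 0% = median of COUP-TF2 test wells and 100% = reporter-only cells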
MC4R antag cAMP: blocks human MC4R cAMP signaling; hit rate 0.48% among 360,000; P32245; inhibition, % at 6.5 µM; MC4R-expressing cells, MTII-stimulated cAMP, LANCE TR-FRET;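 active means inhibition above its plate's cutoff, the mean of tested wells on that plate plus 3 SD, cut at about 29% in these data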;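 further: 0% = Melanotan II alone and 100% = Melanotan II plus saturating MCL0020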
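Material: human MC4R-expressing U2OS cells. Probe or stimulus: Melanotan II challenge. Dosing: 6.5 µM single dose. Times: 30-min compound, 1-h challenge, 1-h detection, room temperature. Technique: TR-FRET with Eu-cAMP and labeled anti-cAMP, 671 nm. Replication: singlicate.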
NOD2 RIPK2 PPI: NOD2-RIPK2 protein interaction inhibition. AID 624267. inhibition, % at 4.98 µM. hit rate 0.38% among 360,000. CHO BLA complementation NOD2-RIPK2, CCF4 ratio; in the data active means inhibition above about 21%;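 further: 0% = vehicle only and 100% = reference blocker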
Numbers without * were called inactive; · = no result given; & = joins results of further samples. Some of the compounds tested. The share of hits here may be higher or lower than overall.

SMILES	NR5A2 inv ag	LMP1 NFkB inh	TLR9-MyD88 inh	SRC1 inh	MC4R ag barr	SRC2 inh	ABHD5-PLIN5 inh	NCOA3 inh	COUP-TFII inh	MC4R antag cAMP	NOD2 RIPK2 PPI
COc1ccccc1OCC(=O)O	14&-12	0&7	0&-9	-15&5	0.0&0.9	6&16	-6&6	7&9	1&-10	10&8	5&1
Cc1cccc(N(Cc2cc(=O)[nH]c3ccccc23)C(=O)C(C)C)c1	-3	-3	-7	-2	-2.6	-18	-1	8	8	-4	-14
Cc1ccc(N=C2S/C(=C/c3cccc(OCC(=O)O)c3)C(=O)N2C)cc1C	13	19	2	9	-1.3	-12	-3	-22	-8	0	-1
CNc1c(NC(=O)c2ccc3c(c2)OCO3)c(=O)oc2ccccc12	0	0	7	-16	-2.0	10	2	9	-5	-1	5
CC(=O)N1N=C(c2ccc(Cl)cc2)OC12CCCC2	5	1	-5	12	1.3	-21	0	13	-13	13	-15
Cc1ccc(NC(=O)c2cc(-c3ccco3)nc3ccccc23)cc1S(=O)(=O)N1CCOCC1	-5	5	-7	-11	-2.8	11	4	9	17	5	-10
O=C(NCCc1nc2ccccc2[nH]1)C1CCC(=O)N(CCc2cccc(F)c2)C1 (configuration not stated)	-12	-1	4	-22	-1.9	-5	-3	-12	24	11	4
CCOc1ccc(N2C(=O)CC(N3CCC(NC(=O)Nc4ccccc4)CC3)C2=O)cc1 (configuration not stated)	4	7	2	-9	-0.6	-10	1	6	-10	14	6
Cc1cc(C)n(CC(=O)NNC(=O)CCNC(=O)c2ccccc2Cl)n1	5	4	5	2	2.0	-10	2	17	11	-1	-7
O=C(COC(=O)COc1ccc(Cl)cc1)NC1CCS(=O)(=O)C1 (configuration not stated)	2	1	-3	-5	4.1	0	0	-24	-5	5	7
Cc1nc(N=Nc2ccc(O)cc2)n[nH]1	-70	0	-3	-59	-2.5	-44	0	-37	-18	-9	-1
CCCn1c(=O)c(-c2nc3ccccc3[nH]2)c(O)c2ccccc21	10	-18	6	-7	-1.6	6	1	5	-13	12	-5
Cc1ccc(C)c(S(=O)(=O)N2CCN(c3ncnc4sccc34)CC2)c1	39	20	-1	33	2.0	40	2	33	61*	15	5
O=C(c1ccc(NC2=NC3CS(=O)(=O)CC3S2)cc1)N1CCN(c2ccccc2)CC1 (configuration not stated)	-1	-2	-3	-4	-0.7	-9	4	-3	3	-5	-8
O=C(CN1CCN(S(=O)(=O)N2CCCCC2)CC1)Nc1cc(Cl)ccc1Cl	14	-4	-1	-6	-0.4	-11	5	-14	7	0	0
Cc1cc([N+](=O)[O-])ccc1NC(=O)CCC(=O)N1CCCCCC1	6	-3	-11	-56	-1.7	-28	-2	-8	8	-4	1
Cc1cc(Br)ccc1NC(=O)CNC(=O)CN(C)Cc1nc2ccccc2c(=O)[nH]1	-4	1	-5	-4	-0.3	24	-3	24	1	10	11
CCCCc1cc(=O)oc2cc(C)cc(OCc3nn[nH]n3)c12	19	-7	-14	9	1.2	5	-8	5	-8	12	7
Cn1cnc([N+](=O)[O-])c1Sc1nc(N)nc2c1ncn2C1CC(O)C(CO)O1 (configuration not stated)	15	1	-2	16	-0.4	-3	2	30	1	7	-2
Cc1c(Cc2ccccc2)c(=O)oc2cc(OCC(=O)c3ccccc3)ccc12	13	19	0	7	-0.4	14	3	10	-3	6	-13
Cc1ccc(C(=O)N/C(=C\C=C\c2ccccc2)C(=O)NCc2ccco2)cc1	-6	8	-6	-2	1.4	-14	3	4	-16	16	-9
CCOc1ccc(NC(=O)CN2C(=O)CSc3ccc(S(=O)(=O)N4CCOCC4)cc32)cc1	-16	-4	-2	-8	-2.9	-17	-4	12	-2	4	-1
O=C(Nc1ccc(F)cc1)C(c1ccccc1)N1CCN(S(=O)(=O)c2c(F)cccc2F)CC1 (configuration not stated)	14	1	2	-17	-2.1	10	-4	14	11	4	4
COC(=O)[C@]1(Cc2ccccc2)N[C@H](CN(C)C(=O)c2ccc(C)cc2)[C@@H]2C(=O)N(Cc3ccccc3)C(=O)[C@@H]21	19	11	-2	-4	-0.8	-2	4	-8	-16	9	4
COC(=O)CCN(C)CCC(=O)OC	12	-3	2	-6	-0.3	15	9	10	16	7	-22

Arranged by molar mass (smallest number first): three of the compounds above
SMILES	NR5A2 inv ag	LMP1 NFkB inh	TLR9-MyD88 inh	SRC1 inh	MC4R ag barr	SRC2 inh	ABHD5-PLIN5 inh	NCOA3 inh	COUP-TFII inh	MC4R antag cAMP	NOD2 RIPK2 PPI
Cc1cccc(N(Cc2cc(=O)[nH]c3ccccc23)C(=O)C(C)C)c1	-3	-3	-7	-2	-2.6	-18	-1	8	8	-4	-14
Cc1ccc(C(=O)N/C(=C\C=C\c2ccccc2)C(=O)NCc2ccco2)cc1	-6	8	-6	-2	1.4	-14	3	4	-16	16	-9
CCOc1ccc(N2C(=O)CC(N3CCC(NC(=O)Nc4ccccc4)CC3)C2=O)cc1 (configuration not stated)	4	7	2	-9	-0.6	-10	1	6	-10	14	6

Structural class, the entries above containing fluorine (2)
SMILES	NR5A2 inv ag	LMP1 NFkB inh	TLR9-MyD88 inh	SRC1 inh	MC4R ag barr	SRC2 inh	ABHD5-PLIN5 inh	NCOA3 inh	COUP-TFII inh	MC4R antag cAMP	NOD2 RIPK2 PPI
O=C(NCCc1nc2ccccc2[nH]1)C1CCC(=O)N(CCc2cccc(F)c2)C1 (configuration not stated)	-12	-1	4	-22	-1.9	-5	-3	-12	24	11	4
O=C(Nc1ccc(F)cc1)C(c1ccccc1)N1CCN(S(=O)(=O)c2c(F)cccc2F)CC1 (configuration not stated)	14	1	2	-17	-2.1	10	-4	14	11	4	4

Exported bar-delimited: 5 of the compounds above.
SMILES | NR5A2 inv ag | LMP1 NFkB inh | TLR9-MyD88 inh | SRC1 inh | MC4R ag barr | SRC2 inh | ABHD5-PLIN5 inh | NCOA3 inh | COUP-TFII inh | MC4R antag cAMP | NOD2 RIPK2 PPI
CNc1c(NC(=O)c2ccc3c(c2)OCO3)c(=O)oc2ccccc12 | 0 | 0 | 7 | -16 | -2.0 | 10 | 2 | 9 | -5 | -1 | 5
Cc1c(Cc2ccccc2)c(=O)oc2cc(OCC(=O)c3ccccc3)ccc12 | 13 | 19 | 0 | 7 | -0.4 | 14 | 3 | 10 | -3 | 6 | -13
O=C(c1ccc(NC2=NC3CS(=O)(=O)CC3S2)cc1)N1CCN(c2ccccc2)CC1 (configuration not stated) | -1 | -2 | -3 | -4 | -0.7 | -9 | 4 | -3 | 3 | -5 | -8
CC(=O)N1N=C(c2ccc(Cl)cc2)OC12CCCC2 | 5 | 1 | -5 | 12 | 1.3 | -21 | 0 | 13 | -13 | 13 | -15
Cc1nc(N=Nc2ccc(O)cc2)n[nH]1 | -70 | 0 | -3 | -59 | -2.5 | -44 | 0 | -37 | -18 | -9 | -1

Next part.
SMILES	NR5A2 inv ag	LMP1 NFkB inh	TLR9-MyD88 inh	SRC1 inh	MC4R ag barr	SRC2 inh	ABHD5-PLIN5 inh	NCOA3 inh	COUP-TFII inh	MC4R antag cAMP	NOD2 RIPK2 PPI
CN(Cc1ccccc1)C(=O)C(C(=O)c1ccc(F)cc1)n1cc(Cl)ccc1=O (configuration not stated)	-42	-15	-3	-25	-3.3	-34	-3	-28	-29	15	-14
CCN(CC(=O)NCc1cccs1)C(=O)COc1ccc(C(N)=O)cc1	-24	6	2	-1	-1.7	-8	-11	3	2	-3	-7
COCCNC(=O)C1(C)CCCN(Cc2cccc(F)c2)C1 (configuration not stated)	11	·	·	9	-0.6	-5	7	9	2	-3	0
Cc1ccc(S(=O)(=O)/N=C(/c2ccccc2)N(C)c2ccc(O)cc2)cc1	17	-49	-8	-9	-3.1	10	6	2	-5	3	-11
O=c1c2c3c(sc2nc2n1CCC2)CCCCC3	-24	-3	8	-17	-2.2	-11	5	-7	-21	5	8
C=CCN(c1ccc(C(=O)Nc2cc(C)cc(C)c2)cc1)S(C)(=O)=O	-10	11	7	-3	-0.7	17	-10	-18	7	-2	-6
CCOC(=O)C1CCCN(S(=O)(=O)CCNC(=O)c2cccc(OC)c2)C1 (configuration not stated)	-8	5	-2	18	-2.3	11	8	10	-2	4	-11
Oc1cccc(C=NCc2ccccc2)c1	-12	10	-1	0	0.4	9	-2	-1	5	4	2
COc1ccc(N2CCN(C(CNC(=O)C(C)C)c3ccc4c(c3)OCO4)CC2)cc1 (configuration not stated)	2	-1	17	3	-2.3	1	0	-34	3	5	-10
Cc1ccc2nc3c(nc2c1C)C(O)=C3O	-7	1	-5	-2	-0.5	-23	-5	10	10	10	-7
CS(=O)(=O)N1c2ccccc2[C@@]2(Br)C[C@H]3C(=O)N[C@@H](Cc4ccccc4)C(=O)N3[C@@H]12	-9	-5	-6	-37	1.8	-30	5	-8	3	10	-1
C=CCNC(=O)c1cc(Cl)ccn1	-7	6	-4	-21	0.1	20	5	14	0	-6	5
Cc1nnc(NC(=O)C(C)Sc2nnc(CNC(=O)c3ccccc3F)n2C)s1 (configuration not stated)	12	-8	-7	11	-1.7	-23	9	10	-2	7	-10
O=C(CSc1nnc(-c2ccncc2)n1-c1ccccc1)NC1CC1	-1	-1	-6	2	-1.8	29	-5	11	-7	3	4
COc1cc(C2C(C#N)=C(N)Oc3cc(C)oc(=O)c32)cc2c1OCO2 (configuration not stated)	11	-8	-2	-19	-2.2	5	0	-11	11	-1	-1
CC(C)CNC(=O)c1coc(=O)c(Br)c1	-37	25	-4	-36	-0.8	-34	3	-18	-22	7	3
COc1cccc(/C=C2\CCC(C3CCCC3)C2=O)c1 (configuration not stated)	-5	-16	-9	-70	2.4	-48	-2	-85	-24	7	3
C=CCNc1nnc(Cc2ccc(F)cc2)c(=O)[nH]1	12	2	-5	-15	-2.8	17	-3	-9	0	6	0
CN(CC(=O)N1CCc2ccccc21)S(=O)(=O)c1ccc(Br)s1	-1	-21	-10	-17	2.3	-18	-7	-27	12	-2	7
CCN(CC)S(=O)(=O)c1ccc(C)c(NC(=O)COC(=O)C=C(C)C)c1	-3	0	-3	1	1.8	8	-4	-1	0	-2	7
Cc1cccc2c(N=Nc3ccc(S(=O)(=O)Nc4cccc(Cl)c4)cc3[N+](=O)[O-])c(O)[nH]c12	-41	-2	6	-12	-1.1	8	9	3	-11	23	-21
COc1ccc([C@H]2C[C@H](O)[C@@H](n3cc(C4CC4)nn3)CN2C(=O)c2cccs2)cc1	-8	-5	-5	-15	0.1	-26	-4	-4	1	6	-4
Cc1cc(C)c(CN2CCN(C(=O)Cn3ccc(NC(=O)OCc4ccccc4)nc3=O)CC2)c(C)c1	8	22	-4	21	2.6	14	8	24	36	2	-2
